Screening data: PubChem BioAssay, Southern Research Specialized Biocontainment Screening Center
UTI89 phage lysis: inhibition of K1F phage lysis, E. coli UTI89, bacterial capsule biogenesis inhibitors, alamar blue (AID 488966); inhibition, % at 100 µM, or IC50 in µM where a hit was titrated; E. coli UTI89 K1F phage lysis, alamar blue, 2 h; higher % means a stronger effect; 340,000 compounds, 0.02% hits;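 active = phage lysis inhibition, versus mean bacterial control, above a set limit; inconclusive = no clear call, values can overlap the other calls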;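 note: capsule biogenesis inhibitors block K1F phage lysis so surviving cells raise fluorescence; higher fluorescence means more inhibition of phage lysis; actives were called in the ten point dose series up to 300 µM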
An asterisk follows results filed as active; ? = inconclusive; [ ] = remark or other dose.

SMILES	UTI89 phage lysis
CC(C)(C)NC(=O)CC1C[C@H](C(=O)N2CCOCC2)[C@@]2(CCC3CCCC3)c3[nH]c4ccccc4c3CCN2C1=O (stereo not given in full)	0.1%
CCC[C@@H](O)c1cc2cc(OC)c(OC)cc2c(=O)o1	0.6%
COc1cccc(C(=O)Nc2cc3c4c(c2)CC(=O)N4CCC3)c1	0.3%[50 µM]
O=C(NN=Cc1ccc2c(c1)OCO2)C1CC1	-1.8%
CCN(CC(=O)Nc1c(F)cccc1F)C(=O)CN1C(=O)NC2(CCCC2)C1=O	0.9%[50 µM]
CCN(CC(=O)NCc1cccs1)C(=O)c1ccc(-c2ccccc2F)o1	0.5%[50 µM]
CCOCCOc1cc(NCc2ccccc2)c2ncn(C(C)C)c2c1	0.5%
CCN(C(=O)COC(=O)c1ccc2ccccc2c1)c1c(N)n(Cc2ccccc2)c(=O)[nH]c1=O	0.8%[50 µM]
Cc1ccc(C)c(S(=O)(=O)NCCC(=O)N2CCCC(C(N)=O)C2)c1 (stereo not given)	1.0%[50 µM]
O=C(CCNS(=O)(=O)c1ccc2ccccc2c1)NCCOc1ccccc1	0.6%[50 µM]
O=C(COC(=O)COc1cccc(C(F)(F)F)c1)NC1CCCC1	0.7%[50 µM]
O=C(COc1ccc(Nc2ccccc2)cc1)Nc1ccncc1	0.2%[50 µM]
COc1ccc(S(=O)(=O)N2CCOCC2)cc1NC(=O)COc1ccc2c(C)cc(=O)oc2c1	0.8%[50 µM]
CC(=O)NC(CC(C)C)C(=O)O (stereo not given)	-0.2%
CN(C(=O)c1ccc(NC(=O)Cc2cccc(NC(=O)C3CCCN(C(=O)C4CCCCC4)C3)c2)cc1)C1CCCC1 (stereo not given)	-0.2%
CC(C)CN(C(=O)Cn1c(=O)cnc2ccccc21)C1CCS(=O)(=O)C1 (stereo not given)	2.9%[50 µM]
CNC[C@H]1Oc2c(NC(=O)C3CCCCC3)cccc2C(=O)N([C@H](C)CO)C[C@@H]1C	?
O=C(CCC1CCCN(C(=O)c2cc3ccccc3o2)C1)NCc1ccc(F)c(F)c1 (stereo not given)	-0.3%
CCCN(CC(=O)Nc1ccccc1OC)C(=O)c1ccc(COc2ccccc2)o1	-0.2%[50 µM]
COc1cc2c(cc1OC)CN(C(=O)CCNC(=O)c1ccccc1Cl)CC2	0.8%[50 µM]
N#Cc1ccc(CN2CCN(C(=O)C3CC(=O)N(c4ccccc4F)C3)CC2)cc1 (stereo not given)	1.2%[50 µM]
COc1ccc(CC(=O)OCC(=O)NCCNC(=O)COC(=O)Cc2ccc(OC)cc2)cc1	1.1%[50 µM]
CCCCn1c(N)c(N(CC(C)C)C(=O)c2cccc(S(=O)(=O)N(C)c3ccccc3)c2)c(=O)[nH]c1=O	-0.4%[50 µM]
CCOc1ccc2oc(C(=O)OCC(=O)NCC3CCCO3)c(C)c2c1 (stereo not given)	0.7%[50 µM]
COc1ccc2cc(-c3ccccc3F)ncc2c1	3.7%
CC(=O)Nc1ccc(S(=O)(=O)NCCC(=O)N2CCCCC2)cc1	0.4%[50 µM]
COc1ccccc1OCCNC(=O)C(CCSC)NC(=O)COc1ccccc1 (stereo not given)	1.6%[50 µM]
COc1ccc(-c2c3c(cc4ncn(Cc5ccccc5)c24)COC3=O)cc1	-1.0%
Cc1cccc(OCCOC(=O)c2ccc(F)c(S(=O)(=O)N3CCOCC3)c2)c1	0.3%[50 µM]
COc1ccc(/C=C/C(=O)O)cc1O	0.4%
CC1CC(C)CN(S(=O)(=O)c2ccc3c(c2)CC(=O)N3)C1 (stereo not given)	0.7%[50 µM]
CC(C)Oc1ccc(C(=O)Nc2cccc(S(=O)(=O)N3CCCC3)c2)cc1	0.8%
O=C(NCCOc1ccccc1)c1ccccc1SCC(=O)N1CCCC1	0.7%[50 µM]
O=C(Nc1ccc(NS(=O)(=O)c2ccccc2)cc1)c1ccccc1Cl	-0.7%
CCCCN(C(=O)/C=C/c1ccccc1)C1CCS(=O)(=O)C1 (stereo not given)	0.3%[50 µM]
C/C=C(\C)C(=O)OC(C)(C)[C@@H]1Cc2cc3ccc(=O)oc3cc2O1	-1.1%
COC(=O)C[C@H]1c2cc(F)ccc2S(=O)(=O)N1c1ccccc1	-0.6%
Cc1ccc(S(=O)(=O)Nc2ccc3nc(C)sc3c2)c(C)c1	-0.2%[50 µM]
COc1ccccc1C(=O)NC(=O)COC(=O)c1ccc(Cl)cc1[N+](=O)[O-]	-0.1%[50 µM]
Cc1ccc(S(N)(=O)=O)cc1	0.3%
CSc1ncc2[nH]c(C(O)c3ccccc3)nc2n1 (stereo not given)	-4.2%
COc1ccc(N=CC2CCCCC2=O)c([N+](=O)[O-])c1 (stereo not given)	1.0%
CCc1noc(C)c1C(=O)Oc1ccc(N(C)S(=O)(=O)c2ccc(C)cc2)cc1	0.1%[50 µM]
Cc1nnc(SCC(=O)Nc2nccs2)n1N	1.6%[50 µM]
Cc1ccc(C)c(NC(=O)COC(=O)c2cc(=O)c3ccccc3o2)c1	0.7%[50 µM]
Cc1ccc(CN(C)C(=O)C2CCN(C(=O)Nc3ccccc3)CC2)o1	1.6%[50 µM]
O=c1[nH]c2ccccc2cc1-c1nnn(-c2ccccc2)n1	0.0%
Cc1ccc(C(=O)N(CCc2ccccc2)Cc2ccccc2)cc1S(=O)(=O)N1CCOCC1	-0.7%[50 µM]
CCCn1c(N)c(N(CCOC)C(=O)C(C)Oc2ccc(F)cc2)c(=O)[nH]c1=O (stereo not given)	0.8%[50 µM]
Cc1ccc(NC(=O)COC(=O)CCc2c(C)nc3ncnn3c2C)cc1	1.0%
Cc1ccc(S(=O)(=O)N2CCN(C(=O)COC(=O)CCc3ccccc3)CC2)c(C)c1	-0.2%[50 µM]
CCOc1ccc(/C=N/NC(=O)c2ccc(O)cc2)cc1CN1CC2CC(C1)c1cccc(=O)n1C2 (stereo not given)	-1.3%
Cc1cc(C)cc(SCc2noc(C(=O)NCCN(C)C)c2C(=O)NCCN(C)C)c1	-0.3%
CCCCNc1c(-c2ccc(-c3cccc(Cl)c3)cc2)nc2ccc(Cl)cn12	1.1%
Cc1ccc(S(=O)(=O)NCc2ccccc2)cc1C(=O)N1CCCC(C(F)(F)F)C1 (stereo not given)	0.9%[50 µM]
O=C(c1ccc2c(c1)OCCO2)N1CCN(Cc2c(F)cccc2Cl)CC1	0.3%[50 µM]
CC(C(=O)Nc1ccc(N2CCOCC2)cc1)N1C(=O)NC(C)(C)C1=O (stereo not given)	0.4%[50 µM]
CC(C)CCN1C(=O)c2ccc(C(=O)N3CCCCC3)cc2C1=O	0.1%[50 µM]
Cc1cc(C(=O)CCC(=O)N2CCN(c3ccccc3)CC2)c(C)s1	0.8%[50 µM]
Fc1cccc(CNc2ncnc3ccc(-c4ccc5c(c4)OCO5)cc23)c1	3.3%
Later entries
SMILES	UTI89 phage lysis
COc1ccc(NC(=O)CN2C(=O)C(=O)N(C3CCCC3)C2=O)c(OC)c1	0.6%[50 µM]
OC1Cc2ccccc2C1Nc1cccc(C(F)(F)F)c1 (stereo not given)	-2.3%
Cc1noc(C)c1COc1ccc(C(=O)N2CCN(c3ccccn3)CC2)cc1	1.1%[50 µM]
N#Cc1c(NC(=O)COC(=O)c2nccnc2N)sc2c1CCCC2	1.7%[50 µM]
O=C(COc1ccccc1F)NNC(=O)c1ccc(F)c(S(=O)(=O)N2CCOCC2)c1	1.6%
COc1ccc(Cl)cc1NC(=O)CN(C)CC(=O)Nc1cccc(S(=O)(=O)N2CCCC2)c1	-0.2%[50 µM]
CCN(CC(=O)Nc1c(F)cccc1F)C(=O)CCOc1ccccc1	0.2%[50 µM]
COCc1c(C(=O)N2CCN(c3ccccc3C)CC2)oc2ccccc12	0.0%[50 µM]
O=C(CN1CCN(Cc2ccccc2)CC1)NNC(=O)c1ccccc1	0.5%[50 µM]
CCC1(c2ccccc2)NC(=O)N(CC(=O)Nc2cc(C(F)(F)F)ccc2N2CCCC2)C1=O (stereo not given)	-0.4%[50 µM]
COc1ccc(C(CNC(=O)c2cc(S(=O)(=O)NCc3ccco3)ccc2C)N(C)C)cc1 (stereo not given)	-0.3%[50 µM]
CCCn1c(NC(=O)C2CCN(C(=O)c3ccccc3C)CC2)nc2ccccc21	0.8%[50 µM]
CC(NC(=O)COC(=O)COc1ccc(C(=O)c2ccccc2)cc1)c1ccccc1 (stereo not given)	-0.3%[50 µM]
Cc1cc(C(=O)CN2C(=O)NC(CCS(C)(=O)=O)C2=O)c(C)n1C1CC1 (stereo not given)	0.4%[50 µM]
O=C(NCC1CCCO1)c1cc([N+](=O)[O-])ccc1N1CCC(Cc2ccccc2)CC1 (stereo not given)	0.3%[50 µM]
Cc1sc2ncnc(N3CCC(C(=O)Nc4nc5ccc(Cl)cc5s4)CC3)c2c1C	0.9%[50 µM]
CC12CCC(=O)C=C1C(F)CC1C2C(O)CC2(C)C1CCC2(O)C(=O)CO (stereo not given)	-0.9%
CCC(CC)c1nnc(NC(=O)C2CC(=O)N(CCc3ccc(OC)c(OC)c3)C2)s1 (stereo not given)	-0.2%[50 µM]
c1ccc2c(c1)Nc1cc3ccccc3cc1O2	9.9%
N#Cc1ccc(NC(=O)COc2ccc(-n3cnnn3)cc2)cc1	-1.7%
COc1cccc(CNc2ncnc3ccc(-c4c(C)noc4C)cc23)c1	1.6%
Nc1cc2c3ccccc3ccc2c2ccccc12	-2.6%
COC(=O)[C@@]1(Cc2ccccc2)[C@H]2C(=O)N(Cc3ccccc3)C(=O)[C@H]2[C@H]2CN=C(SCc3ccc(Cl)cc3)N21	0.4%
COc1ccc(-n2nc(C(=O)NCC(=O)N3CCN(c4ccccn4)CC3)c3ccccc3c2=O)c(OC)c1	-0.9%[50 µM]

Filtered by structure, the compounds so far with a Cl atom (eight)
SMILES	UTI89 phage lysis
COc1cc2c(cc1OC)CN(C(=O)CCNC(=O)c1ccccc1Cl)CC2	0.8%[50 µM]
O=C(Nc1ccc(NS(=O)(=O)c2ccccc2)cc1)c1ccccc1Cl	-0.7%
COc1ccccc1C(=O)NC(=O)COC(=O)c1ccc(Cl)cc1[N+](=O)[O-]	-0.1%[50 µM]
CCCCNc1c(-c2ccc(-c3cccc(Cl)c3)cc2)nc2ccc(Cl)cn12	1.1%
O=C(c1ccc2c(c1)OCCO2)N1CCN(Cc2c(F)cccc2Cl)CC1	0.3%[50 µM]
COc1ccc(Cl)cc1NC(=O)CN(C)CC(=O)Nc1cccc(S(=O)(=O)N2CCCC2)c1	-0.2%[50 µM]
Cc1sc2ncnc(N3CCC(C(=O)Nc4nc5ccc(Cl)cc5s4)CC3)c2c1C	0.9%[50 µM]
COC(=O)[C@@]1(Cc2ccccc2)[C@H]2C(=O)N(Cc3ccccc3)C(=O)[C@H]2[C@H]2CN=C(SCc3ccc(Cl)cc3)N21	0.4%

Four records drawn at random from those above, as already listed:
SMILES	UTI89 phage lysis
CCC(CC)c1nnc(NC(=O)C2CC(=O)N(CCc3ccc(OC)c(OC)c3)C2)s1 (stereo not given)	-0.2%[50 µM]
COc1ccc(-n2nc(C(=O)NCC(=O)N3CCN(c4ccccn4)CC3)c3ccccc3c2=O)c(OC)c1	-0.9%[50 µM]
Cc1cc(C(=O)CN2C(=O)NC(CCS(C)(=O)=O)C2=O)c(C)n1C1CC1 (stereo not given)	0.4%[50 µM]
Cc1sc2ncnc(N3CCC(C(=O)Nc4nc5ccc(Cl)cc5s4)CC3)c2c1C	0.9%[50 µM]

Remaining list, next part
SMILES	UTI89 phage lysis
Cc1cccc(NC(=O)CSc2nc3sc(C)cc3c(=O)n2C)c1	0.5%
CCC1(C)COC(c2ccc(OC)c(OC)c2)OC1 (stereo not given)	0.6%
Cc1cc(=O)n(-c2ccccc2)n1C	-0.1%
CC[C@@]1(C(=O)OC)N[C@H](CN(C)C(C)=O)[C@@H]2C(=O)N(Cc3ccccc3)C(=O)[C@@H]21	0.4%
Nc1ncnc2c1ncn2C1CCCC(CO)O1 (stereo not given)	13%
COc1ccccc1CNS(=O)(=O)c1cc2c3c(c1)CCC(=O)N3CCC2	1.4%[50 µM]
CC(C)NC(=O)N(C)C[C@H]1Oc2ccc(NC(=O)Nc3ccccc3)cc2C(=O)N([C@@H](C)CO)C[C@@H]1C	1.2%
O=C(COC(=O)/C=C/c1ccc(OC(F)F)cc1)Nc1cccc(S(=O)(=O)N2CCOCC2)c1	2.5%
COc1ccc(C(CCN2CCOCC2)c2c(OC)cc(OC)c3c(-c4ccccc4)cc(=O)oc23)cc1 (stereo not given)	0.1%
COC(=O)[C@@]12CCCN1[C@H](c1ccc(-c3ccc(OC)cc3)c(OC)c1)[C@@H]1C(=O)N(C)C(=O)[C@@H]12	0.1%
C(=NN1CCCCCC1)c1cccc2ccccc12	-0.5%

An excerpt; count on the stated rates, not on these rows.
